High-throughput results: PubChem, National Center for Advancing Translational Sciences (NCATS)
TRb-SRC2 inh – qHTS for Inhibitors of the Interaction of Thyroid Hormone Receptor and Steroid Receptor Coregulator 2 | TRbeta-SRC2 peptide binding, fluorescence polarization; receptor liganded with 1 µM T3 | Potency, µM (doses to about 106 µM), for the others: at the top dose activity change, negative = inhibition, most hits filed as inhibitors | 280,000 compounds, 0.065% hits | AID 1469, 2008;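 note: plate controls were bound peptide for no effect and peptide without receptor for full effect; nearly all actives have a fitted effect of over 50% in size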
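Decrease in fluorescence polarization of 20 nM Texas Red SRC2 coactivator peptide flagged inhibition of its binding to 0.6 uM TRb LBD; 1 uM T3 included, incubation 5 hr, ex 555/em 632 nm.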
RECQ1 inh – qHTS Assay for Inhibitors of RecQ-Like Dna Helicase 1 (RECQ1). ATP-dependent DNA helicase Q1 (Homo sapiens), P46063. RECQ1 DNA unwinding, red fluorescence kinetic read. Potency, µM (top dose mostly 57.3 µM), for the others: top-dose activity, negative = inhibition, actives largely listed as inhibitors. 240,000 compounds, 0.54% hits;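 note: plate controls were vehicle for no effect and no enzyme for full effect; nearly all actives have a fitted effect of over 30% in size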
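50 nM RECQ1T1 preincubated 15 min with compound in Tris pH 8.0 buffer with MgCl2, DTT, Tween-20 and 2.5 ug/ml poly(dI-dC); started with 200 nM TAMRA/BHQ-2 forked duplex and 2 mM ATP. Unwinding read as fluorescence (525/598 nm), two reads 2 h apart.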
Tau fibril ThT – qHTS for Inhibitors of Tau Fibril Formation, Thioflavin T Binding; Microtubule-associated protein tau (Homo sapiens), P10636; recombinant tau K18 P301L, heparin-induced fibrillization, ThT fluorescence; Potency, µM (highest dose often 57.4 µM), for the others: at the highest dose activity, negative = inhibition, actives largely listed as inhibitors; 270,000 compounds, 2.1% hits; AID 1460, 2008; note: % is set by controls: 0 for no effect and ±100 for the full control effect; nearly all actives have a fitted effect of over 55% in size
Target sequence (P10636 561-689 P618L limits assumed): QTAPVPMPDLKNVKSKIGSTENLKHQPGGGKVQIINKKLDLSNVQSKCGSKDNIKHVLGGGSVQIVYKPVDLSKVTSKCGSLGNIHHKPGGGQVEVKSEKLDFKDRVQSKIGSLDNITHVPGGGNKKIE
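Recombinant human tau K18 fragment […] carrying P301L, 15 uM unlabeled plus 0.24 uM Alexa 594-labeled, was fibrillized with 20 uM heparin in 100 mM sodium acetate pH 7 for 6 hr at 37 C; 30 uM ThT fluorescence read after 1 hr.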
L3MBTL1 block – qHTS Assay for the Inhibitors of L3MBTL1 | AID 485360, 2010 | AlphaScreen L3MBTL1–H3K9me1 peptide binding | 230,000 compounds, 0.66% hits | Potency, µM (top dose mostly 57.1 µM), without a hit: top-dose activity, negative = inhibition, actives largely listed as inhibitors; note: % is set by controls: 0 for no effect and ±100 for the full control effect; nearly all actives have a fitted effect of over 60% in size
Target sequence (Q9Y468 whole entry, looked up): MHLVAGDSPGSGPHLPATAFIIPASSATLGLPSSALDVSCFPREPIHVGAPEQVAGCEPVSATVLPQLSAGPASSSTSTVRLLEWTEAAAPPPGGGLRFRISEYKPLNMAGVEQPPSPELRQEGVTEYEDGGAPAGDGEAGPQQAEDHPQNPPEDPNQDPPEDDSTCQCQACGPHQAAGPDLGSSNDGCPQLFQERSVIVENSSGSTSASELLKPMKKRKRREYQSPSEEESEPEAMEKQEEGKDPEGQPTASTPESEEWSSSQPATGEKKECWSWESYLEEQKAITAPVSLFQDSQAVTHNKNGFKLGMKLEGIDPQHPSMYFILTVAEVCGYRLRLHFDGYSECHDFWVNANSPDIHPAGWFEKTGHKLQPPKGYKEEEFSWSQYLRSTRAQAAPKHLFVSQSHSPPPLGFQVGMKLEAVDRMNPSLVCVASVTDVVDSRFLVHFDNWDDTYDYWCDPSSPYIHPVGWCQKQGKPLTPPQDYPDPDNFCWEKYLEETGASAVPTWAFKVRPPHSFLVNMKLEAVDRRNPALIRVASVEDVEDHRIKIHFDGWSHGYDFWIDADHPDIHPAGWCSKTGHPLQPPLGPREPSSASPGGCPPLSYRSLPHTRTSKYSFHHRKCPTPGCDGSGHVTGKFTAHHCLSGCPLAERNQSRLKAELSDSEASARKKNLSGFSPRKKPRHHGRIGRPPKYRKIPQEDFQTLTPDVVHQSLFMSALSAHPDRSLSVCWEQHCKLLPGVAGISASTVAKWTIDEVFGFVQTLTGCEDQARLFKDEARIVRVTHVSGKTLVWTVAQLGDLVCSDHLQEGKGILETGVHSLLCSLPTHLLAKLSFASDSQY
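Read-out is AlphaScreen signal from streptavidin donor and nickel chelate acceptor beads (10 ug/mL final each) bridging L3MBTL1 (50 nM) and biotinylated K9-monomethylated H3(1-15) peptide (75 nM), after 30 min compound exposure at room temperature.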
Tau fluor counter – Counterscreen qHTS for Inhibitors of Tau Fibril Formation, Fluorescence Polarization; Potency, µM (series often up to 57.7 µM), inactives show at the highest dose activity change, negative = decrease; AID 1463, 2008; 280,000 compounds, 0.93% hits; tau K18 P301L Alexa594 fluorescence, heparin fibrillization; note: % is set by controls: 0 for no effect and ±100 for the full control effect; nearly all actives have a fitted effect of over 55% in size
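Human tau K18 P301L (15 uM unlabeled, 0.24 uM Alexa 594-labeled) in 100 mM sodium acetate pH 7 with 20 uM heparin, 6 hr at 37 C. ThT 30 uM added, 1 hr ambient; Alexa 594 FP and total fluorescence read at 555/632 nm.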
Tau fibril FP – qHTS for Inhibitors of Tau Fibril Formation, Fluorescence Polarization; K18 P301L tau heparin fibrillization, Alexa594 FP, 6 h; Potency, µM (top dose mostly 57.7 µM), for inactives: at the highest dose activity, negative = inhibition, actives largely listed as inhibitors; 280,000 compounds, 0.39% hits; note: % is set by controls: 0 for no effect and ±100 for the full control effect; nearly all actives have a fitted effect of over 55% in size
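K18 P301L tau (15 uM unlabeled/0.24 uM Alexa 594-labeled, final) + compound + heparin 20 uM final; 100 mM NaOAc pH 7; 6 hr 37 C; ThT 30 uM final added, 1 hr RT; FP ex 555/em 632 nm.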
TR SRC2 fluor cs – Total Fluorescence Counterscreen for Inhibitors of the Interaction of Thyroid Hormone Receptor and Steroid Receptor Coregulator 2; AID 1479, 2009; Potency, µM (series often up to 106 µM), for the others: at the highest dose fluorescence change, negative = quenching; 280,000 compounds, 0.29% hits; TRb/SRC2 Texas Red total fluorescence interference; active = well fitted curve in either direction with a large enough effect; inconclusive = small, poorly fitted or top-dose-only effect; note: % is set by controls: 0 for no effect and ±100 for the full control effect
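Flags fluorescent or light-absorbing compounds by total fluorescence, S + 2P, at 555 nm excitation and 632 nm emission. Mixture: 20 nM Texas Red SRC2 peptide, 0.6 uM human TRb LBD, 1 uM T3, 5% DMSO; compound exposure 5 h at ambient temperature.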
HTT cytoprotect – qHTS Multiplex Assay to Identify Dual Action Probes in a Cell Model of Huntington: Cytoprotection (ATP); PC12 HTT-Q103 induced, cytoprotection, ATP luminescence, 40 h; 230,000 compounds, 0.14% hits; AID 1471, 2008; Potency, µM (series often up to 56.4 µM), for inactives: cytoprotection (ATP increase), hits mostly activators;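 note: % of control where 0% means no effect; nearly all actives have a fitted effect of over 45% in size; toxic huntingtin expression switched on by the ecdysone agonist tebufenozide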
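ATP quantification (ATPlite) reports survival of PC12 cells in which tebufenozide, 100 nM final, switches on Htt exon 1 with 103 glutamines linked to GFP; compounds are titrated.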
The depositor's hits bear a star; i = inactive; u = inconclusive; x = no result given; [ ] = remark or other dose. Unless noted, calls come from the whole dose curve; as a rule, active = well fitted curve in the direction sought with a large enough effect; inconclusive = small, poorly fitted or top-dose-only effect, or another doubt; inactive = no such curve, though single readings can be large; an effect the other way counts as inactive or inconclusive. Potency is the fitted concentration of half-maximal effect. The list is partial; the hit share may differ from the screen's.

Molecule	TRb-SRC2 inh	RECQ1 inh	Tau fibril ThT	L3MBTL1 block	Tau fluor counter	Tau fibril FP	TR SRC2 fluor cs	HTT cytoprotect
CCCCc1c(C)[nH]c(C(=O)OCC)c1C	2%	i	-3%	13%	-6%	4%	-1%	5%
Cc1cccc(N2NC(=O)/C(=C/c3ccc(-c4ccc(Cl)c(C(=O)O)c4)o3)C2=O)c1	-1%	u	7.1µM*	x	u	u	-2%	21%
Cc1ccc2[nH]c(=O)c(N3CCOCC3)c(-c3ccccc3)c2c1	-6%	i	-10%	2%	-9%	4%	-3%	-2%
COC(=O)c1sc2[nH]c(=S)n(N)c(=O)c2c1C	7%	-14%	u	0%	-10%	-3%	-1%	x
CCOc1cc(/C=N\NC(=O)CC(=O)NCCc2ccccc2)ccc1O	11%	i	-13%	1%	-2%	12%	0%	x
Cc1cccc(NC2=NC3(CCCCC3)N=C(N)N2)c1C	-4%	u	-9%	-4%	0%	-10%	2%	-2%
O=C(NC1(C(F)(F)F)NC(=O)N(C2CCCC2)C1=O)C1CC1 (configuration not stated)	-6%	0%	-9%	u	-4%	-6%	-1%	11%[10 µM]
N#C/C(=C\c1ccc(-c2ccc(C(=O)O)cc2)o1)C(=O)NCC1CCCO1 (configuration not stated)	3%	-5%	-18%	u	-6%	2%	-8%	-9%[10 µM]
CO/N=C\CC(=O)Nc1ccc(Cl)cc1Cl	5%	i	10%	9%	2%	4%	-8%	-48%[inhibitor][10 µM]
O=C(Nc1ccc(S(=O)(=O)NC2CCCCC2)cc1)c1ccc(Br)o1	-5%	i	11%	4%[11.4 µM]	-13%	-11%	1%	-9%[0.074 µM]
COc1cccc(C(=O)/C=C/c2ccc(OCC#N)c(OC)c2)c1	-4%	-5%	-1%	-1%	-8%	-3%	0%	19%[10 µM]
O=C(O)CSc1nc2c(cnn2-c2ccccc2)c(=O)n1-c1ccc(Br)cc1	0%	-1%	3%	2%	3%	-1%	-2%	x
Cn1c(C(=O)NCCN2CCOCC2)cc2c(=O)n(C)c3ccccc3c21	-21%	-5%	0%	x	-3%	-5%	-1%	-31%
C=C1CCN([C@H](C(=O)NCc2ccc(Cl)cc2)C(C)C)S(=O)(=O)c2ccccc21	-4%	0%	-9%	x	-19%	-3%	-2%	11%[10 µM]
CC1(C)Cc2nc(-c3ccccc3)nc(NNC(=O)c3ccco3)c2CO1	7%	-3%	-16%	-3%	-20%	-9%	-2%	-5%[10 µM]
COC(=O)c1cc(NS(=O)(=O)c2ccc(NCc3cccnc3)c([N+](=O)[O-])c2)cc(C(=O)OC)c1	9%	-4%	1%	-5%	-13%	-3%	4%	-4%[10 µM]
Cc1ccc(NCC(O)Cn2cnc3c2c(=O)n(C)c(=O)n3C)cc1 (configuration not stated)	5%	i	-10%	-4%	-12%	-4%	-1%	16%[10 µM]
C1CCN(Cc2nnnn2C2CCCC2)CC1	5%	5%	0%	-8%	2%	u	-5%	12%[10 µM]
O=C(N/N=C/c1ccc(O)cc1)/C(=C/c1ccc([N+](=O)[O-])cc1)NC(=O)c1ccccc1	4%	-11%	u	x	u	-9%	-1%	-24%
COc1cc(Cl)c(C)cc1NC(=O)c1cnn(-c2ccc(F)cc2F)c1C1CCN(C(=O)OC(C)(C)C)CC1	2%	x	-12%	x	-19%	-2%	-5%	x
Fc1ccc(COc2ccc(Br)cc2CNCC2CCCO2)cc1 (configuration not stated)	2%	-1%	5%	11%	2%	-4%	-1%	x
O=C(NC1(C(F)(F)F)N=C2SCCN2C1=O)C1CCCCC1 (configuration not stated)	-20%	0%	u	-12%[11.4 µM]	-15%	u	-1%	15%
Cc1c(N2C(=O)CSC2=S)c(=O)n(-c2ccccc2)n1C	2%	-10%	u	x	-7%	-4%	4%	-10%
COC(=O)CN(c1cc(Cl)ccc1OC)S(=O)(=O)c1ccc(OC)c(OC)c1	0%	i	-1%	0%	-5%	7%	0%	x
C=CCn1c(Cc2cccs2)nnc1SCC(=O)Nc1cc(OC)cc(OC)c1	-4%	-1%	-14%	-2%	-16%	-1%	1%	-18%
Fc1ccccc1Oc1ncnc2c1oc1ccccc12	1%	x	1%	x	-6%	-5%	-3%	x
CC(CCc1ccco1)NC(=O)c1cccc2c1C(=O)N(C1CCCCC1)C2 (configuration not stated)	-2%	-4%	u	x	-19%	-12%	4%	-23%
O=C(NCCC1=CCCCC1)C1CCC(CNc2c(N3CCCCC3)c(=O)c2=O)CC1 (configuration not stated)	0%	i	-2%	5%	-4%	11%	-4%	-14%[10 µM]
COc1ccc(C2(CNC(=O)c3cccc([N+](=O)[O-])c3)CCOCC2)cc1	-3%	-3%	-2%	9%	-9%	1%	-1%	12%[10 µM]
O=C(N/N=C/C(Br)=C/c1ccccc1)c1n[nH]c2c1CCC2	-4%	-11%	u	x	-21%	-12%	-2%	-64%[inhibitor]
CCOC(=O)N1CCN(Cc2ccccc2Cl)CC1	-13%	0%	-3%	x	3%	-3%	0%	4%[0.074 µM]
CCCCc1nnc(NC(=O)C(C)Sc2nc(C)cc(=O)[nH]2)s1 (configuration not stated)	3%	-4%	0%	1%	1%	-2%	-2%	-10%
CCOc1ccccc1C(=O)NN1C(=O)CCC1=O	9%	4%	-2%	7%	4%	-1%	-2%	x
CC1Cc2ccccc2N1C(=O)c1cnc2ccccn2c1=O (configuration not stated)	-9%	-2%	-1%	6%	-1%	0%	-1%	7%[10 µM]
Cc1cccc2sc(NC(=O)C3c4ccccc4Oc4ccccc43)nc12	5%	-21%	12%	-3%	-21%	u	-3%	-57%[inhibitor]
O=C(NCc1c(Cl)cccc1Oc1ccccc1)c1ccccc1	-7%	i	-11%	11%	-18%	-2%	2%	18%[10 µM]
O=C(NCc1ccco1)c1ccc2c(=O)n(-c3ccccc3)c(=S)[nH]c2c1	9%	-2%	u	3%	9%	8%	-1%	-8%
CN1CCN(c2ccccc2NC(=O)c2ccc(-c3ccccc3)cc2)CC1	-17%	-7%	-8%	-3%	-16%	-4%	-4%	2%[10 µM]
CC(C)(C)NC(=O)CSc1nc(N)c(NC(=O)c2ccccc2F)c(=O)[nH]1	0%	1%	1%	x	1%	-7%	1%	2%
O=C(CN1C(=O)NC2(CCCCC2)C1=O)Nc1ccc(F)cc1	7%	-1%	-10%	x	-16%	-1%	4%	-29%
COc1ccc(CN2CCNC(=O)C2CC(=O)NCCc2nc(C)c(C)s2)c(OC)c1 (configuration not stated)	1%	-3%	-7%	-4%	-2%	-4%	0%	8%[10 µM]
O=C(Nc1ccc(S(=O)(=O)N2CCOCC2)cc1)c1ccc(Cl)cc1	4%	i	7%	x	-16%	-7%	-1%	5%[10 µM]
Cc1cccc(NC(=S)NCc2ccco2)c1C	4%	-7%	4%	-6%	1%	-2%	2%	0%[0.074 µM]
CC(CNC(=O)COc1ccccc1)OC(=O)Nc1cccc(Cl)c1 (configuration not stated)	-4%	-4%	2%	34%[activator]	5%	2%	-6%	12%[10 µM]
NNC(=O)c1cc2c(s1)-c1cc(Cl)ccc1SC2	6%	0%	x	x	-30%	-2%	-4%	13%[10 µM]
CCn1c(SCC(=O)Nc2nc3ccc(OC)cc3s2)nnc1-c1ccoc1C	1%	0%	u	-18%	-15%	3%	-7%	1%[10 µM]
CCOc1cc(/C=C2\C(=O)N(c3nc(-c4ccc(Br)cc4)cs3)N=C2c2ccccc2)ccc1O	20%	-23%	11µM*	x	u	u	28µM*[quencher]	-25%
CCCCNC(=S)NNC(=O)c1csc2ccccc12	0%	-8%	-12%	x	-15%	4%	-3%	-36%[inhibitor]
COC(=O)c1cc2c(ccn2-c2ccc(F)cc2)n1CC(=O)C(C)(C)C	7%	i	-12%	-19%	u	3%	0%	1%[10 µM]
COc1ccc(N2CCN(C(=O)CN(CCc3ccccc3)S(C)(=O)=O)CC2)cc1	-11%	-4%	-9%	x	-18%	-2%	-1%	13%

Compound profiles, as listed above. Order of values: TRb-SRC2 inh | RECQ1 inh | Tau fibril ThT | L3MBTL1 block | Tau fluor counter | Tau fibril FP | TR SRC2 fluor cs | HTT cytoprotect
COC(=O)CN(c1cc(Cl)ccc1OC)S(=O)(=O)c1ccc(OC)c(OC)c1 across the screens: 0% | i | -1% | 0% | -5% | 7% | 0% | x
COc1cc(Cl)c(C)cc1NC(=O)c1cnn(-c2ccc(F)cc2F)c1C1CCN(C(=O)OC(C)(C)C)CC1 across the screens: 2% | x | -12% | x | -19% | -2% | -5% | x

Other records follow:
Molecule	TRb-SRC2 inh	RECQ1 inh	Tau fibril ThT	L3MBTL1 block	Tau fluor counter	Tau fibril FP	TR SRC2 fluor cs	HTT cytoprotect
CCCCNC(=O)COC(=O)c1cc(C)oc1C	-6%	-19%	1%	-2%	-2%	3%	0%	-3%
Cc1ccc(CNC(=O)c2cc(=O)c3cc(C)ccc3o2)cc1	0%	x	7%	x	7%	7%	u	x
N/C(=N\OC(=O)CC1CCCCC1)c1ccncc1	6%[53 µM]	i	-2%	-3%	-7%	-9%	-1%[53 µM]	-9%[10 µM]
COc1ccc(/C=C/c2nc(N)nc(-c3ccccc3O)n2)cc1OC	11%	-5%	u	-1%	u	20µM*	-4%	32%[10 µM]
Cn1c(=O)c2c(nc(Br)n2CCc2ccccc2)n(C)c1=O	0%	1%	-2%	7%	2%	5%	-5%	-23%[0.074 µM]
